From PubChem BioAssay
12-LOX inh: ALOX12 (human) lipoxygenase inhibition; P18054; purified 12hLO, xylenol orange hydroperoxide absorbance; Potency, µM (doses to about 108 µM), for the others: top-dose activity change, negative = inhibition, hits mostly inhibitors; 1.1% of 580,000 active; active = well fitted inhibition curve with a large enough effect; inconclusive = small, poorly fitted or top-dose-only effect, or another doubt; inactive = no such curve, though single readings can be large or run the other way
Target sequence (P18054 whole entry, looked up): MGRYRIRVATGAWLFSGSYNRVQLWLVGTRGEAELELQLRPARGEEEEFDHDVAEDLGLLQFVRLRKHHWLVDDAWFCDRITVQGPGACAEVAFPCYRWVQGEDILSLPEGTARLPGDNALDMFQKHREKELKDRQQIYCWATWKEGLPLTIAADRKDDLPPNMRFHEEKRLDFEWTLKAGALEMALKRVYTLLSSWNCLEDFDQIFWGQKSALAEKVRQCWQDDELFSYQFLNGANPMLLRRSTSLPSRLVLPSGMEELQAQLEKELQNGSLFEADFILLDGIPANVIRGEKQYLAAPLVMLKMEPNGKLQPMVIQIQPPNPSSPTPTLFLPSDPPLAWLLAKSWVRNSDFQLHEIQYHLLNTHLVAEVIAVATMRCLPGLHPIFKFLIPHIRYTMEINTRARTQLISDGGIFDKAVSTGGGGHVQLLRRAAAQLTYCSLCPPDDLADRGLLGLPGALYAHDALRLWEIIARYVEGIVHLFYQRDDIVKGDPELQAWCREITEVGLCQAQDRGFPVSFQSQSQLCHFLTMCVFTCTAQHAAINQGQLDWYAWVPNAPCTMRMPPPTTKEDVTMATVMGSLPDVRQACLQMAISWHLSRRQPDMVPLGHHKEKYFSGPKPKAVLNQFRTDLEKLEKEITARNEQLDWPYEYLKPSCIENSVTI
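Purified human 12hLO (150 nM final) in 25 mM Hepes, 0.01% Triton X-100, pH 7.0 was preincubated 15 min at room temperature with compound. Then 40 uM arachidonic acid was added, 30 min. Hydroperoxide was read by Fe-XO absorbance ratio 573/405 nm.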
* marks the source's active call; other numbers are inactive results; ? = inconclusive; [ ] = another dose, or the depositor's remark. % is set by controls: 0 for no effect and ±100 for the full control effect; potency is the fitted concentration of half-maximal effect. An excerpt. The share of hits here may be higher or lower than overall.

The first 7 entries, ahead of the listing:
SMILES	12-LOX inh
CCCNC(=O)N1CC[C@@H](CC(=O)O)[C@@H](CC2=NCCc3ccc(C(C)(C)C)cc32)C1	3.5%[176 µM]
O=C(COc1cccc(Cl)c1)NC1CCCN(c2ncccn2)C1 (stereo not drawn)	6.3%
CC1Cc2nc(SCC(=O)N3CCCCC3)n(-c3ccc(F)cc3)c(=O)c2S1 (stereo not drawn)	-0.9%
COc1ccccc1CCC(=O)N1CC(c2noc(-c3ccccc3)n2)C1	34.5%[activator]
c1ccc(O[C@H]2COCCN(C3CCOCC3)C2)cc1	7.8%[176 µM]
CCOC(=O)C(C#N)C(c1ccco1)c1ccccc1OC (stereo not drawn)	-39.0%
COC(=O)c1cc(C)sc1NC(=O)CC1Sc2ccc(C(F)(F)F)cc2NC1=O (stereo not drawn)	?

The whole of this part, previewed entries included:
SMILES	12-LOX inh
CCCNC(=O)N1CC[C@@H](CC(=O)O)[C@@H](CC2=NCCc3ccc(C(C)(C)C)cc32)C1	3.5%[176 µM]
O=C(COc1cccc(Cl)c1)NC1CCCN(c2ncccn2)C1 (stereo not drawn)	6.3%
CC1Cc2nc(SCC(=O)N3CCCCC3)n(-c3ccc(F)cc3)c(=O)c2S1 (stereo not drawn)	-0.9%
COc1ccccc1CCC(=O)N1CC(c2noc(-c3ccccc3)n2)C1	34.5%[activator]
c1ccc(O[C@H]2COCCN(C3CCOCC3)C2)cc1	7.8%[176 µM]
CCOC(=O)C(C#N)C(c1ccco1)c1ccccc1OC (stereo not drawn)	-39.0%
COC(=O)c1cc(C)sc1NC(=O)CC1Sc2ccc(C(F)(F)F)cc2NC1=O (stereo not drawn)	?
Cc1ccc(S(=O)(=O)N2CCOCC2)cc1C(=O)N(Cc1ccco1)C1CCS(=O)(=O)C1 (stereo not drawn)	10.8%
O=C1C(N2CCN(S(=O)(=O)c3ccccc3Cl)CC2)CCN1CCc1ccccc1 (stereo not drawn)	2.9%
Clc1cc(CSc2ncnc3ccccc23)cc2c1OCCCO2	23.6%
Cc1ncoc1C(=O)N1CCC2(CC1)CCC(O)(CN(C)C)CC2	10.8%
Cn1nc(-c2nc(C3CCOC3)no2)cc1-c1ccccc1 (stereo not drawn)	?
CC(C)CCO[C@H]1COCCN(Cc2ccccn2)C1	65.2%[activator][176 µM]
COCCN1C(=O)c2cccn2CC1CNC(=O)CCc1nc2ccccc2[nH]1 (stereo not drawn)	3.4%
O=C(CCNC(=O)C1CC1)NC1CCCCC1	24.7%
Cc1nc(C)c(C(=O)NC2CCN(C(=O)N3CC4CC(C3)[C@H]3CCCC(=O)N3C4)CC2)s1 (stereo partly drawn)	54.2%[activator]
Cc1ccc(C(=O)NCCn2nc(-c3ccc(Cl)cc3)ccc2=O)cc1C	14.8%
Cc1ccc2c(CN(C)Cc3nc4ccccc4c(=O)[nH]3)cc(=O)oc2c1C	2.7%
COc1cccc([S+](=O)([O-])N2CCCC3(C2)NC(=O)c2ccccc2O3)c1 (stereo not drawn)	25.5%
CCn1ncc(Br)c1CNC(=O)C1CCCN(S(=O)(=O)c2cnn(C)c2C)C1 (stereo not drawn)	21.5%
COc1ccc(CNC(=O)CN(C)C(=O)c2ccc3c(c2)nnn3C)cc1	22.1%
CN1C(=O)c2cccn2CC1CNC(=O)NCCc1ccccc1 (stereo not drawn)	23.0%
CC1=C[C@@H](CNC(C)C)[C@H](C(C)C)C[C@H]1Cc1nnc(-c2ccc(C)cc2)o1	85.6%[activator][176 µM]
Cc1c(C(=O)OCc2ccc(C#N)cc2)oc2ccccc12	-21.1%
C=CCOc1nc2c(c(=O)n(C)c(=O)n2C)n1Cc1ccc(Cl)c(Cl)c1	?
Additional records follow.
SMILES	12-LOX inh
COCC(=O)N1CCCC(C(=O)N(C)CCn2ccnc2C)C1 (stereo not drawn)	34.1%
CC(C)(CC(=O)O)CC(=O)N[C@H]1CO[C@H]2[C@@H]1OC[C@@H]2n1nnnc1Oc1ccc(-n2ccnc2)cc1	1.6%
COC(=O)Oc1ccc2c(=O)c(Oc3cccc(C)c3)coc2c1	3.1%
O=C(c1c[nH]c2ccccc12)C(Sc1ncc(C(F)(F)F)cc1Cl)c1ccccc1 (stereo not drawn)	-1.9%
CCOc1ccc(C(=O)Nc2ccc3oc(-c4ccccc4C)nc3c2)cc1	?
COc1cccc(-c2cc3c(=O)n(CCNC(=O)Cc4cccc(F)c4)ccn3n2)c1	18.5%
COCCn1c(C)cnc1CCNC(=O)CC(C)C	34.2%
Cc1cc2ncc(C(=O)NCc3cccc(Cl)c3)cn2n1	12.7%[176 µM]
c1ccc(-c2cc3c(cn2)CN(Cc2c[nH]c4ccccc24)CCN3)cc1	?
CCCCCCCCCCCCCCCCCCCCCCCCCCCCCC	-6.8%
Cc1ccc(S(=O)(=O)N2CCC(CCC(=O)NCc3cccc(C)c3)CC2)cc1	?
Cc1c(C(=O)N2CCN(c3ccccc3O)CC2)oc2c1C(=O)CC(C)(C)C2	?
Cc1ccc(OCC(=O)N2CCC(CCOc3ccc(F)cc3)C2)cc1 (stereo not drawn)	10.8%
O=C(O)c1c(F)c(F)c(F)c(F)c1Cc1ccccc1	1.7%
CCN1CCN(CC2CCCN2)CC1 (stereo not drawn)	?
COCCn1ccc2c(C3=CCOCC3)nc(-c3ccc4c(c3)CNC4=O)cc21	6.2%[176 µM]
O=C(NCCC(=O)N1CCCC1)c1cc(=O)[nH]c2ccccc12	15.8%
O=C(c1cccc(-n2cnnc2)c1)N1CCCC(Nc2ccc(F)c(F)c2)C1 (stereo not drawn)	26.4%
O=C(COc1ccc(Cl)cc1Cl)c1ccccc1	-23.5%
O=C1NCCCCCCN(Cc2ccccc2)[C@H]2CCC[C@@H]12	307.8%[activator]
CCCN(CC1CCOC1)S(=O)(=O)c1ccc(Br)s1 (stereo not drawn)	35.8%[activator]
CCOc1ccccc1NC(=O)C1CCCN1C(=O)C12CC3CC(CC(C3)C1)C2 (stereo not drawn)	94.5%
COc1ccc(CCNC(=O)CSCc2cnn(-c3ccccc3)c2-n2cccc2)c(OC)c1	-3.2%
CN(CC1CCOC1)C(=O)c1cccs1 (stereo not drawn)	5.6%
CC(C)CCN1CCOc2cc(C(=O)N(C)c3cccnc3)ccc2C1	19.7%[176 µM]
(cont.)
SMILES	12-LOX inh
Brc1ccc(CSc2c[nH]c3ccccc23)cc1	?
Cn1c(=O)c2c(ncn2CCNc2cccc(Cl)c2)n(C)c1=O	-18.0%
N#Cc1ccc(COc2ccc(C#N)cc2)cc1	-1.9%
COCCNC(=O)[C@@H]1C[C@H](Oc2cccnc2)CN1C(=O)COc1ccccc1	7.7%
COC[C@@H]1CN(C(=O)COc2cccc(C)c2)C[C@H]1c1ccccn1	29.3%
COCCc1noc(-c2ccccc2OC2CN(C(=O)Cc3c[nH]c4ccccc34)C2)n1	14.2%
O=C1CCC2(CNC(=O)c3n[nH]c(=O)c4ccccc34)CCCC=C2N1 (stereo not drawn)	17.1%
CCC1CCc2nc(N)c(C#N)c(-c3ccccc3Cl)c2C1 (stereo not drawn)	?
COc1ccc(OC)c(NC(=O)C2CC(=O)Nc3c(-c4ccc(F)cc4)cnn32)c1 (stereo not drawn)	41.6%[activator]
CSc1cccc(NC(=O)c2ccccc2SC)c1	?
NC(=S)N/N=C1\CCCc2ccccc21	?
Cc1nc2ccc(C(=O)NCCN(C(C)C)C(C)C)cc2nc1C	-28.4%
O=C(C1Cn2cccc2C(=O)N1Cc1ccccc1)N1CCc2ccccc2C1 (stereo not drawn)	21.6%
O=C(NC1CC1)[C@@H]1C[C@H](Oc2cccnc2)CN1C(=O)CCC1CCCC1	40.1%[activator]
CC(C)CN1C(=O)N(CC(=O)N(C)Cc2ccon2)C(=O)C12CCNCC2	7.6%
Cc1ccc2cccc(OCCOc3ccc(C#N)cc3)c2n1	-12.4%
CC1(C)C(=O)N(CC2CCOCC2)[C@H]2CN(CCCc3ccccc3)C[C@@H]2[S+]1(=O)[O-]	-19.2%[176 µM]
Cc1ccc(F)cc1S(=O)(=O)N1C[C@@H](F)C[C@H]1C(=O)N1CCc2ccccc2C1	16.7%
CCC1Oc2ccc(NC(=O)Cc3ccc(F)cc3)cc2CN(Cc2ccc(Cl)cc2)C1=O (stereo not drawn)	?
Cc1ccc(SCC(=O)OCC(=O)c2ccc3c(c2)OCCO3)cc1	?
CCO[C@H]1CN(C(=O)c2cc3ccc(OC)cc3n2C)C[C@@H]1O	21.4%
S=C(NCCc1ccccc1)NC1CCCc2ccccc21 (stereo not drawn)	14.1µM*
COc1cncc(NC(=O)C2=NO[C@@H]3CN(Cc4cccs4)C[C@H]23)c1	-1.9%[176 µM]
COC(=O)c1cn(CC(=O)N2CCC2)c2ccccc12	6.5%
O=S(=O)(c1ccc(F)c(F)c1)N1CCCC(Cn2c(C3CC3)nc3cccnc32)C1 (stereo not drawn)	36.3%[activator]

Four entries from above, as comma-separated lines.
structure,12-LOX inh
N#Cc1ccc(COc2ccc(C#N)cc2)cc1,-1.9%
COCCNC(=O)[C@@H]1C[C@H](Oc2cccnc2)CN1C(=O)COc1ccccc1,7.7%
COC[C@@H]1CN(C(=O)COc2cccc(C)c2)C[C@H]1c1ccccn1,29.3%
COCCc1noc(-c2ccccc2OC2CN(C(=O)Cc3c[nH]c4ccccc34)C2)n1,14.2%

Remaining list, next part.
SMILES	12-LOX inh
CN(C)c1ccc(NC(=O)CC(c2ccccc2)c2ccccc2)cc1	?
CS(=O)(=O)Nc1ccc(C2(C(=O)NCCC3=CCCCC3)CCCCC2)cc1	25.6%
Cn1ncc(N2CCC(C(=O)N3CCCCC3)C2)cc1=O (stereo not drawn)	20.7%
COc1cccc(-n2c(SCC(N)=O)nc3c(c2=O)C2(CCCC2)Cc2ccccc2-3)c1	2.9%
O=C(NCc1nnc2ccc(-c3ccccc3)nn12)c1ccoc1	-7.7%
Oc1ccc(-c2cc3c(cn2)CN(Cc2ccccc2)CCN3)cc1F	?
Cc1nc2sc3c(c2c2nc(C(=O)NCCN(C)C)nn12)CCCC3	?
Cn1c(C(=O)NCCN2CCCCC2)cc2c1CCN(Cc1cccc(F)c1)C2	117.8%[activator]
COCC(=O)N1CCC(C(=O)NCc2cc(-c3cccc(F)c3)no2)CC1	8.0%
COc1cccc(Nc2nc(-c3ccc([N+](=O)[O-])cc3)nc3ccccc23)c1	?
O=C1NCc2ccccc2CC12CCCN(Cc1c(F)cccc1Cl)C2 (stereo not drawn)	2.6%[6.33 µM]
COCCN1CCCC2(CCN(c3nc(C)nc4sccc34)C2)C1=O (stereo not drawn)	7.4%
O=C(CN(Cc1ccco1)S(=O)(=O)c1ccccc1)N1CCN(C(=O)c2cccs2)CC1	?
O=C1NCc2ccccc2CC12CCCN(Cc1cccc(Cl)c1)C2 (stereo not drawn)	?
CC(=O)NC(C)(C)Cc1ccc(O)c(Br)c1	17.5%
CCN1CCN(c2oc(COc3cccc(Cl)c3)nc2C#N)CC1	-58.0%
Cc1ccccc1NC(=O)c1sc2c(c1C)C(c1cccnc1)CC(=O)N2 (stereo not drawn)	?
COc1cccc(CN2CCC3(CC2)CN(c2ncccn2)CC3CO)n1 (stereo not drawn)	14.4%
Cc1cc(C(=O)NC2CCc3nnc(C4CC4)n3CC2)c(C)n1Cc1ccco1 (stereo not drawn)	13.6%
CN(C)C(=O)CN1CCN(c2nc(-c3ccccc3)nc3ccccc23)CC1	6.5%
Fc1ccccc1NC(=S)N(Cc1ccccc1)Cc1ccccc1	-32.4%
CC(C=O)Cc1ccc(C(C)C)cc1 (stereo not drawn)	10.8%[176 µM]
Cc1noc([C@@H]2CN(C(=O)c3cc(C)n(C)n3)C[C@H]2COCC2CC2)n1	-2.5%
CC(C)c1ccc(C(C)NC(=O)Cc2cccs2)cc1 (stereo not drawn)	?
COc1ccc(Cc2c(-c3ccc(F)cc3)nc3ccc(C)cn23)c(C)c1	?

Reformatted: results already given
SMILES | 12-LOX inh
COCCN1CCCC2(CCN(c3nc(C)nc4sccc34)C2)C1=O (stereo not drawn) | 7.4%
O=C(NCc1nnc2ccc(-c3ccccc3)nn12)c1ccoc1 | -7.7%

Next section:
SMILES	12-LOX inh
COc1ccc(S(=O)(=O)Nc2nc3ccccc3nc2Nc2cccc(OC)c2)cc1	?
CCCn1c(=O)[nH]c(=O)c2c1nc(CCc1ccccc1)c(=O)n2CCOC	?
COCCNC(=O)C[C@@H]1C[C@H]2O[C@H](CNC3CCC(F)(F)CC3)[C@@H](O)[C@H]2O1	?
CCCCn1c(=O)[nH]c(=O)c2c1nc(-c1ccccn1)n2CCC	5.3%
O=C1NCCCCCCN(C(=O)CCC2CCCC2)[C@H]2C[C@H](c3nc(Cc4ccccc4)no3)C[C@@H]12	3.0%
COCCCNC(=O)c1cc(C2CC2)nc2onc(C3CCCNC3)c12 (stereo not drawn)	0.8%[6.33 µM]
S=C(NCCSc1ccc(Cl)cc1)Nc1ccc(Nc2ccccc2)cc1	35.5µM*
O=C(NC1CCCC1)N1CC(c2nnc(-c3ccncc3)o2)C2(CCOCC2)C1 (stereo not drawn)	41.7%[activator]
COc1ccc(C)cc1NC(=O)CNC(=O)CNc1cccc(Cl)c1	-8.6%
O=C(Nc1ccc(OCc2ccccc2)cc1)c1ccc[n+]([O-])c1	7.1%
Cc1cnc(C(=O)N2CCC(c3noc(-c4cnccn4)n3)C2)cn1 (stereo not drawn)	41.3%
Cc1ccc(Cl)cc1NC(=O)CCNS(=O)(=O)/C=C/c1ccccc1	22.5%
CN(C)C(=O)c1nc(C(C)(C)C)c2cnccn12	-2.5%[12.5 µM]
Cc1nc(C(=O)N2CCn3nc(Cc4ccccc4)cc3C2)cs1	-1.4%
c1ccc(CN2CCC(N3CC(OCC4CC4)C34CCCCC4)CC2)nc1 (stereo not drawn)	110.1%[activator]
O=C(Nc1ccccc1)c1nc2c(o1)CCN(Cc1ccc(F)cc1)CC2	?
